Screening data (PubChem BioAssay)
inhibitors of VEEV = inhibitors of VEEV TC-83 cytopathic effect, confirmation, Vero cells (AID 588727) | Vero cells, VEEV TC-83 cytopathic effect inhibition; higher % means a stronger effect | inhibition, % at 20 µM; hits with a dose series show IC50 in µM | 0.13% of 350,000 active; in the data active = a potency from the dose series; inconclusive = inhibition mostly from about 14% at the one dose, without a potency; inactive = the rest, 99 in 100 with inhibition below about 12%; also: strong numbers were not always called active
M. tuberculosis = growth inhibition of non-replicating M. tuberculosis (AID 488890) | Mycobacterium tuberculosis non-replicating, growth inhibition; higher % means a stronger effect | one-dose inhibition, % at 25 µM; IC50 in µM for titrated hits | 0.39% of 320,000 active; in the data active = a potency from the dose series; inconclusive = inhibition mostly from about 82% at the one dose, without a potency; inactive = the rest, 99 in 100 with inhibition below about 76%;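 also: plate controls were DMSO cells for no effect and high antibiotic wells for full effect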
M. tuberculosis HTS = M. tuberculosis growth inhibition, HTS (AID 449762). M. tuberculosis H37Rv growth inhibition, 7H9 media; higher % means a stronger effect. inhibition, % at 25 µM; hits with a dose series show IC50 in µM. 0.59% of 330,000 active; in the data active = a potency from the dose series; inconclusive = inhibition above about 70% without an active follow-up result;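 also: bacterial growth assessed after seven days of incubation; strong numbers were not always called active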
H1N1 NS1A inhibition = NS1A inhibition, H1N1 influenza, cell based functional assay (AID 504329) | NS1A functional cell-based assay, percent inhibition; higher % means a stronger effect | one-dose inhibition, % at 12.5 µM; IC50 in µM for titrated hits | 0.3% of 340,000 active; in the data active = a potency from the dose series; inconclusive = inhibition above about 27% without an active follow-up result; also: strong numbers were not always called active
Salmonella PhoP GFP = PhoP regulon inhibitors, Salmonella typhi PhoP promoter GFP reporter, confirmatory (AID 1850); Salmonella Typhi PhoP-promoter GFP reporter, fluorescence, 4 h; higher % means a stronger effect; inhibition, % at 50 µM; hits with a dose series show IC50 in µM; 0.33% of 310,000 active; in the data active = a potency from the dose series; inconclusive = inhibition mostly from about 25% at the one dose, without a potency; inactive = the rest, 99 in 100 with inhibition below about 19%;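 also: 0% = induced wells with vehicle and 100% = uninduced wells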
inhibitors of VEEV 10K pilot screen = further read-out of inhibitors of VEEV, marked with its call; inhibition, %; measured here: 10K pilot screen inhibition
An asterisk follows results filed as active; i = inactive; ? = inconclusive; / = not tested or not shown.

SMILES	inhibitors of VEEV	M. tuberculosis	M. tuberculosis HTS	H1N1 NS1A inhibition	Salmonella PhoP GFP	others
O=C(C1CC1)N1CCc2cc(Br)cc(S(=O)(=O)N3CCN(c4ccccn4)CC3)c21	2.9%	20%	12%	-106%	-5%
Cc1cc(C)nc(SCC(=O)c2ccc(F)cc2)n1	2.3%	51%	-4%	0%	-3%
COC(=O)N/N=C/c1cc(OC)c(O)c([N+](=O)[O-])c1	0.4%	-18%	13%	7%	-6%
O=C(CSc1nnc(C2CC2)n1C1CC1)c1ccc(F)c(F)c1	2.9%	41%	-5%	-1%	/
CCOC(=O)C1Nc2ccc(C)cc2C2C=CCC12 (centres undefined)	0.3%	-1%	3%	8%	9%
Cc1cccc(-n2c(SCCC(=O)O)nnc2-c2cccs2)c1C	1.6%	-3%	-4%	-7%	9%
CCCc1nnc(SCC(=O)N2CCCC(C)C2)n1CC1CCCO1 (centres undefined)	i	-7%	-14%	2%	1%
O=C(COC(=O)c1ccccc1NCCO)NCC1CCCCC1	0.9%	/	-6%	-11%	/
Cc1cc2ccccc2n2c(SCC(=O)N3CCOCC3)nnc12	0.9%	2%	0%	-3%	-2%	inhibitors of VEEV 10K pilot screen=0.4
CCN(CC)C(=O)CN1CCC(n2c(C)nc3cc(C(F)(F)F)ccc32)CC1	2.7%	2%	-6%	0%	-3%
C=CCOc1ccc(C2/C(=C(\O)c3c(C)[nH]c(C(=O)OC)c3C)C(=O)C(=O)N2CCN(C)C)cc1 (centres undefined)	0.5%	7%	-2%	14%	-20%
COc1ccc(C2(O)CCN(CC(=O)Nc3nc(-c4ccccc4)cs3)CC2)cc1	9.4%	i	?	3%	-3%

Fetched one by one from the list above, 6 records:
SMILES	inhibitors of VEEV	M. tuberculosis	M. tuberculosis HTS	H1N1 NS1A inhibition	Salmonella PhoP GFP	others
O=C(C1CC1)N1CCc2cc(Br)cc(S(=O)(=O)N3CCN(c4ccccn4)CC3)c21	2.9%	20%	12%	-106%	-5%
Cc1cccc(-n2c(SCCC(=O)O)nnc2-c2cccs2)c1C	1.6%	-3%	-4%	-7%	9%
Cc1cc2ccccc2n2c(SCC(=O)N3CCOCC3)nnc12	0.9%	2%	0%	-3%	-2%	inhibitors of VEEV 10K pilot screen=0.4
COc1ccc(C2(O)CCN(CC(=O)Nc3nc(-c4ccccc4)cs3)CC2)cc1	9.4%	i	?	3%	-3%
COC(=O)N/N=C/c1cc(OC)c(O)c([N+](=O)[O-])c1	0.4%	-18%	13%	7%	-6%
CCN(CC)C(=O)CN1CCC(n2c(C)nc3cc(C(F)(F)F)ccc32)CC1	2.7%	2%	-6%	0%	-3%

(cont.)
SMILES	inhibitors of VEEV	M. tuberculosis	M. tuberculosis HTS	H1N1 NS1A inhibition	Salmonella PhoP GFP	others
O=C(c1cc(Cl)c(=O)n(Cc2ccccc2)c1)N1CCOCC1	1.9%	2%	-4%	-21%	0%
CC(=O)c1sc(NC(=O)C2CSC3(C)CCC(=O)N23)nc1-c1ccccc1 (centres undefined)	7.0%	-21%	-9%	-1%	9%
CC(=O)Nc1cccc(C(=O)OCC(=O)Nc2nnc(-c3ccccc3)o2)c1	i	-13%	-2%	4%	7%
Cc1ccc(NC(=O)CN2C(=O)NC3(CCCC3)C2=O)cc1S(=O)(=O)N1CCCCC1	0.1%	28%	4%	11%	/
COC(=O)c1sccc1-c1ccc(/C=N/OCc2c(Cl)cccc2Cl)o1	i	8%	-3%	-5%	1%
Cc1cccc(NS(=O)(=O)c2cccc(C(=O)NCC(c3ccc(F)cc3)N3CCOCC3)c2)c1 (centres undefined)	2.8%	/	/	3%	/
CCC1C(=O)N=C(SCC(=O)Nc2ccc(C)cc2)N(c2ccccc2)C1=O (centres undefined)	0.5%	28%	5%	-10%	9%
Cc1ncc(CN2CCC(CO)(CCc3ccccc3)CC2)s1	0.6%	3%	-3%	-6%	5%
O=C(COc1coc(CN2CCN(c3ccccc3)CC2)cc1=O)NCC1CCCO1 (centres undefined)	1.2%	-5%	-5%	-13%	4%
C#CCOCCOCCOCCNc1nc(N2CCN(C(=O)C([C@@H](C)CC)n3cc(C(N)COC(=O)C(F)(F)F)nn3)CC2)nc(N2CCN(C(=O)[C@H](CCCCN)n3cc(C(N)CC(C)C)nn3)CC2)n1 (some centres undefined)	/	59%	2%	/	5%
CCN(CC)C(=O)[C@H]1C[C@H](CC(=O)NCCN2CCOCC2)C(=O)N2CCc3c([nH]c4cc(-c5ccco5)ccc34)[C@]12C	0.5%	/	/	1%	/
Cc1ccccc1OCC(=O)N1N=C(c2cccnc2)CC1(O)C(F)(F)F (centres undefined)	2.7%	32%	0%	-4%	-4%
CSc1ccccc1-c1nc(-c2ccncc2)no1	3.1%	1%	3%	-2%	-1%
O=C(c1cc([N+](=O)[O-])ccc1N1CCNCC1)N1CCOCC1	i	0%	3%	-4%	-2%
C#CCNC(=O)C1=C[C@H](C)[C@@H](CCCO)[C@H](OCC)O1	0.4%	-39%	-7%	7%	-1%	inhibitors of VEEV 10K pilot screen=4.1
S=c1[nH]nc(C2CCCCC2)n1/N=C/c1ccccn1	0.3%	15%	4%	-8%	1%
C=CCn1c(N)cc(=O)nc1SCC(=O)Nc1ccc(C)cc1	i	-2%	-15%	2%	0%
C=CCN1C(=O)c2ccc(C(=O)N(CC(C)C)c3c(N)n(CCCC)c(=O)[nH]c3=O)cc2C1=O	1.4%	-2%	3%	-7%	3%
O=C(CNC(=O)c1ccccc1F)NCc1ccccn1	0.5%	2%	-3%	-4%	/
CN(c1ccccc1)c1nc(-n2ccnc2)nc(-n2ccnc2)n1	8.4%	54%	5%	-3%	-6%
Cc1ccc(CCNc2ncnc(Cl)c2N)cc1	i	/	/	-6%	/
CC(=O)C(Sc1nc(N(C)C)nc(N(C)C)n1)C(=O)Nc1ccccc1 (centres undefined)	4.4%	6%	-3%	-2%	4%
CC(C)C(NC(=O)c1ccc(C(C)(C)C)cc1)C(=O)NCC1(N(C)C)CCCCC1 (centres undefined)	i	-1%	5%	-5%	4%
COc1cc(C2C(C(=O)OC(C)C)=C(C)Nc3ncnn32)cc(OC)c1OC (centres undefined)	0.7%	18%	0%	2%	3%
COc1ccc(-c2nnc(SCC(=O)Nc3ccc(C(=O)O)cc3)n2-c2ccc(Cl)cc2)cc1	0.3%	5%	-2%	24%	5%
C=CCNC(=O)c1ccc2c(=O)n(CCCN3CCCC3=O)c(=S)[nH]c2c1	1.1%	4%	-5%	-2%	13%
CC(C)=C1C2CCC1C(C(=O)Nc1cc(C)cc(C)c1)C2C(=O)O (centres undefined)	2.1%	14%	5%	1%	6%
O=C(/C=C/NNC(=O)c1ccccc1O)c1ccccc1	0.8%	?	7%	-4%	7%
CCCC(=O)Nc1cc(S(=O)(=O)N(CC)CC)ccc1Cl	2.8%	38%	-1%	-2%	11%
Oc1cc2c(cc1CN1CCN(c3ccccc3)CC1)CCC2	0.2%	19%	-8%	4%	10%
COc1ccccc1/C=N/OC(=O)c1ccc(F)cc1	0.8%	19%	8%	-7%	11%
COc1ccc(-c2cc(=O)oc3cc(OC(=O)C4CCCCC4)c(Cl)cc23)cc1	i	60%	5%	6%	-5%
CCc1ccccc1NC(=S)N1CCN(c2cccc(OC)c2)CC1	1.0%	19%	0%	0%	-5%
COc1ccc(CCN2C(=NC(=O)CC(C)C)SC3CS(=O)(=O)CC32)cc1OC (centres undefined)	0.7%	1%	1%	-19%	0%
CCOc1ccc(N2C(=O)/C(=C/c3cccs3)N(CC(=O)OC)C2=S)cc1	i	30%	-3%	1%	-13%
Cc1cccc2sc(NC(=O)C3CC3)nc12	0.3%	51%	?	-4%	-3%

Ordered by number of heavy atoms (descending): three of the compounds above
SMILES	inhibitors of VEEV	M. tuberculosis	M. tuberculosis HTS	H1N1 NS1A inhibition	Salmonella PhoP GFP	others
COc1ccc(-c2cc(=O)oc3cc(OC(=O)C4CCCCC4)c(Cl)cc23)cc1	i	60%	5%	6%	-5%
CCOc1ccc(N2C(=O)/C(=C/c3cccs3)N(CC(=O)OC)C2=S)cc1	i	30%	-3%	1%	-13%
Oc1cc2c(cc1CN1CCN(c3ccccc3)CC1)CCC2	0.2%	19%	-8%	4%	10%

(list continues)
SMILES	inhibitors of VEEV	M. tuberculosis	M. tuberculosis HTS	H1N1 NS1A inhibition	Salmonella PhoP GFP	others
C=CCNC(=O)/C=C/c1c(F)cccc1Cl	0.8%	?	-3%	0%	-3%
CCC(C)(C(=O)NC1CCCC1)N(CC1CCCO1)C(=O)c1ccc2c(c1)OCO2 (centres undefined)	i	2%	-9%	4%	-1%
CS(=O)(=O)N(CCc1ccccc1)CC(=O)N1CCN(Cc2ccccc2)CC1	i	4%	-4%	11%	11%
Cn1cc(/C=N/n2cnc3scc(-c4ccccc4)c3c2=O)c2ccccc21	9.2%	28%	3%	-7%	-7%
CCOC(=O)C1(Cc2cccc(OC)c2)CCCN(Cc2nccn2CC)C1 (centres undefined)	i	57%	5%	-6%	4%
Cc1cc(C(F)(F)F)n2nc(-c3cnn(C)c3C(F)(F)F)c(Br)c2n1	8.0%	-6%	2%	-4%	-2%
CC(=O)c1ccccc1-c1csc2ncnc(Sc3nnnn3C)c12	22%	7%	-13%	-18%	/
Cc1cccc(N2CCN(C(=O)c3ccc(NS(=O)(=O)c4c(C)noc4C)cc3)CC2)c1C	0.2%	19%	-3%	1%	2%
CCS(=O)(=O)N1CCCC(C(=O)NCCCN(C)Cc2ccccc2)C1 (centres undefined)	0.9%	2%	0%	-1%	5%
CCOc1ccccc1NC(=O)c1cccc(NC(=O)CC(c2ccccc2)c2ccccc2)c1	6.3%	3%	16%	8%	9%
FC(F)(F)COc1cc(-c2nnc(SCc3ccccc3)n2Cc2ccco2)cc(OCC(F)(F)F)n1	i	26%	-4%	-1%	9%
CN(C)CCCNC(=S)Nc1ccc(-c2ccccc2)cc1	3.3%	?	?	16%	5%
C=CCn1c(SCC(C)=O)nnc1-c1ccc2ncccc2c1	1.2%	-6%	-2%	-5%	-2%
Cc1c(CCC(=O)O)c(=O)oc2cc(OCc3ccccc3F)ccc12	0.3%	-7%	-3%	-4%	7%
Cc1ccc(CNC(=O)C2CCC(=O)N(Cc3ccccc3F)C2)s1 (centres undefined)	1.4%	12%	6%	4%	-30%
N#C/C(=C\c1ccc2c(c1)OCCO2)C(=O)Nc1nccs1	2.1%	-1%	8%	5%	6%
CNC(=O)c1cc(OCC(F)(F)F)ccc1OCC(F)(F)F	0.6%	-1%	-1%	1%	8%
Cc1cccc(C)c1NC(=O)C1(N(Cc2ccco2)C(=O)Cn2nnnc2N)CCCCC1	1.1%	1%	-9%	2%	0%
O=C(NCc1cc2ccccc2[nH]1)c1ccccc1F	2.7%	35%	5%	5%	6%
CCCC(=O)Nc1cc(C(=O)N(C)CC(OC)OC)ccc1S(=O)(=O)c1ccc(C)cc1	i	-9%	-11%	-17%	-3%
O=C(NCc1ccco1)/C(=C\c1cccnc1)NC(=O)c1ccccc1F	1.3%	9%	-2%	22%	-4%
CC(C)n1nnnc1SCC(=O)c1ccc2c(c1)OCCO2	i	5%	12%	-6%	-6%
CCn1c(=O)c(=O)[nH]c2cc(C(=O)NC3CCCc4ccccc43)ccc21 (centres undefined)	5.6%	35%	9%	-25%	-8%
COc1ccc(S(=O)(=O)N2CCCCCC2)cc1C(=O)N1CCCCC1	i	1%	-13%	-8%	3%
O=C(CN1CCOCC1)Nc1ccccc1C(=O)Nc1ccccc1	1.6%	-7%	9%	-1%	1%
COc1cccc(NC(=O)COC(=O)c2cc(=O)c3ccccc3o2)c1	1.9%	15%	-7%	9%	/
CCN(C#N)c1nc(N(C)C)nc(N(C)C)n1	2.0%	0%	-4%	-1%	-3%
COc1ccc(/C=C2/Sc3ccc(C(=O)NCCN4CCCCCC4)cc3NC2=O)cc1	i	?	?	23%	-2%
